GPR7 antagonist: blocks human GPR7 receptor signaling; hit rate 1.1% among 290,000; inhibition, % at 4.4 µM; GPR7-expressing cells, fluorescence antagonist assay; P48145; in the data active means inhibition above about 16%, passing the limit was not always enough;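 further: cells stimulated with the agonist NPW; 0% = agonist with vehicle and 100% = vehicle without agonist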
Target sequence (P48145 whole entry, looked up): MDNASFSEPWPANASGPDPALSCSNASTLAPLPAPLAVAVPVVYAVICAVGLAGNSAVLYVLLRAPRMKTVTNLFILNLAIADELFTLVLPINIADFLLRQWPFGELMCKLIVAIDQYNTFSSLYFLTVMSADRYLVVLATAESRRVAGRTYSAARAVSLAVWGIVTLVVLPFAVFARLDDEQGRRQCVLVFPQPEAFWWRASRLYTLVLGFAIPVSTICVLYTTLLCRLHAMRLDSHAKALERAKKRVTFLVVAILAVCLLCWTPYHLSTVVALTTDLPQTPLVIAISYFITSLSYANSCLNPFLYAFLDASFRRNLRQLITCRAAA
NALP1 yeast inh: NALP1 inhibition; S. cerevisiae NALP1/ASC/caspase-1 growth, X-gal OD620, 72 h; inhibition, % at 10 µM; hit rate 0.61% among 280,000; AID 2071; in the data active means inhibition mostly above about 24%, no sharp cut-off; inactive means mostly below about 32%; further: some compounds called inactive have numbers as strong as hits
OXTR ag: human OXTR agonism. activation, % at 3 µM. hit rate 0.32% among 320,000. CHO-OTR cells, Fluo-8 calcium fluorescence; normalized: DMSO 0%, oxytocin 100%. AID 2435;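 active means activation above the mean of all tested compounds plus 3 SD, cutoff set per screening run, cut at about 20% in these data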;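 further: peak over basal fluorescence ratio from a 100 s FLIPR kinetic read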
MEKK2 WT-MEK5: raises or lowers MEK5 binding to wildtype human MEKK2 PB1 domain; Q9Y2U5; bead flow cytometry, Alexa488-MEK5 binding to MEKK2 WT; actives lie on both sides; binding response (% of control), % at 10 µM; hit rate 1.1% among 290,000; in the data active means binding response below about 67% or above about 130%
PfM18AAP inh: PfM18AAP enzyme inhibition | recombinant PfM18AAP, H-Glu-NHMec fluorogenic cleavage | inhibition, % at 7.35 µM | hit rate 1.2% among 290,000;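 active means inhibition above the campaign mean inhibition over all tested compounds plus 3 SD, cut at about 28% in these data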;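 further: 0% = plate median of test compound wells and 100% = 2 mM ZnCl2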
GalR3 antagonist: antagonists of human GalR3; hit rate 0.44% among 360,000; O60755; AID 651719; inhibition, % at 3 µM; HEK293 GalR3-CNG cAMP membrane potential fluorescence; galR3 body fused to GalR1 C-terminus;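 active means inhibition above the screen-wide average plus 3 SD, cut at about 13% in these data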;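 further: forskolin and galanin both at EC90 stimulate the cells; cAMP rise reported by CNG channel membrane potential dye signal; 0% = forskolin plus galanin with DMSO and 100% = forskolin alone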
Target sequence (O60755 1-299 limits assumed): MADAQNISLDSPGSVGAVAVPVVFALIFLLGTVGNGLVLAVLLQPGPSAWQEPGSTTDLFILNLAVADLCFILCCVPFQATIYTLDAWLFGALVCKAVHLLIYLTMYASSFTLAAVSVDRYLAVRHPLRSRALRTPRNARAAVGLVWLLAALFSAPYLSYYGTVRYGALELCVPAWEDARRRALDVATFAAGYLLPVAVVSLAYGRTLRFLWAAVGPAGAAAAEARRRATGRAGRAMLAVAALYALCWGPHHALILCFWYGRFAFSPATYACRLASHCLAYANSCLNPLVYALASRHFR
OXTR potentiate: potentiates the human oxytocin receptor response; activation, % at 3 µM; P30559; AID 2445; CHO-OTR cells, Fluo-8 calcium fluorescence, potentiator mode; 0% = oxytocin EC15, 100% = EC100; hit rate 0.061% among 320,000;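 active means activation above that plate's cutoff, the mean activation of tested compounds plus 3 SD, cut at about 6.6% in these data, passing the limit was not always enough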;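 further: 100% uses oxytocin at 75 nM as the full agonist control; some results filed as inactive read as strong as hits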
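Material: CHO-OTR cells, human receptor; compound dosing: single dose, 3.0 µM nominal final compound concentration; schedule: 6 min compound pre-incubation at room temperature, 100 s kinetic read; measured by: kinetic Fluo-8 calcium fluorescence; read-out basis: % activation vs EC15 and EC100 oxytocin; controls: EC15 oxytocin alone as 0%, 75 nM oxytocin as 100%; replicates: singlicate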
MEKK2mut PB1 HTS: signal of MEK5 binding to mutant human MEKK2 PB1 domain | bead flow cytometry, Alexa488-MEK5 binding to MEKK2 mutant | percent response, % at 10 µM | hit rate 0.35% among 290,000 | AID 1530; in the data active means percent response above about 24%, passing the limit was not always enough; further: inactives centre near 1; some results filed as inactive read as strong as hits
V1aR counter: counter-screen for oxytocin receptor agonists: human V1a receptor agonists; P37288; CHO-V1R cells, Fluo-8 calcium fluorescence, agonist mode; 0% DMSO, 100% 3 nM vasopressin; activation, % at 3 µM; hit rate 0.25% among 320,000;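 active means activation above the mean activation of all tested compounds plus 3 SD, per screening run, cut at about 20% in these data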;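 further: signal is peak over basal fluorescence ratio across a 100 second FLIPR read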
The depositor's hits bear a star; / = no result given.

SMILES | GPR7 antagonist | NALP1 yeast inh | OXTR ag | MEKK2 WT-MEK5 | PfM18AAP inh | GalR3 antagonist | OXTR potentiate | MEKK2mut PB1 HTS | V1aR counter
NC(=O)c1nsc(C(=O)N(c2ccccc2)C(C(=O)NCC2CCCO2)c2cccs2)c1N (stereo not drawn) | -6 | -3 | -1.0 | 95 | -1 | -4 | -1 | -1 | 0.1
COc1cc(/C=C(\C#N)C(=O)NC2CCCCC2)ccc1OCc1ccc(C(=O)O)cc1 | -12 | 2 | -1.1 | 102 | 4 | 0 | -6 | 5 | -0.5
Cc1cc(C(=O)NCc2ccc3c(c2)OCO3)ccc1[N+](=O)[O-] | 18 | 14 | 1.6 | 98 | -6 | -7 | -6 | -1 | 1.6
NC(=O)CSc1nnnn1-c1ccccc1Cl | -8 | 8 | 1.0 | 97 | -2 | -4 | -3 | 0 | 0.5
COc1ccccc1N1CCN(C(=O)c2cccc3c(=O)c(C)c(-c4ccccc4)oc23)CC1 | -6 | 39 | 15 | 112 | -2 | -4 | -22 | 5 | 19
Cc1noc(C)c1COc1ccc(CC(=O)NCCc2ccccn2)cc1 | 4 | -19 | -0.3 | 103 | 1 | -9 | -7 | 3 | 0.1
COc1ccc(C(=O)NC(=S)NCCc2ccccc2)cc1 | 13 | 7 | -1.4 | 97 | 2 | -3 | -9 | -3 | -0.1
C/C(Cc1ccccc1)=N\NC(=O)CNC(=O)c1ccc(Cl)cc1Cl | -2 | -32 | -3.4 | 103 | 7 | -5 | -4 | 0 | -1.4
COc1ccc(Cc2nc3ccc(C(=O)NCCc4cccc(C)n4)cc3o2)cc1 | -10 | 14 | 6.7 | 96 | 0 | 0 | -4 | -1 | 6.4
COc1ccc(OC)c(N(CC(=O)NN=C2CCN(C)CC2)S(=O)(=O)c2ccccc2)c1 | 4 | -3 | -0.9 | 100 | 6 | -10 | -11 | -1 | -0.2

Arranged by SMILES length (lowest first): nine of the compounds above
SMILES | GPR7 antagonist | NALP1 yeast inh | OXTR ag | MEKK2 WT-MEK5 | PfM18AAP inh | GalR3 antagonist | OXTR potentiate | MEKK2mut PB1 HTS | V1aR counter
NC(=O)CSc1nnnn1-c1ccccc1Cl | -8 | 8 | 1.0 | 97 | -2 | -4 | -3 | 0 | 0.5
COc1ccc(C(=O)NC(=S)NCCc2ccccc2)cc1 | 13 | 7 | -1.4 | 97 | 2 | -3 | -9 | -3 | -0.1
Cc1noc(C)c1COc1ccc(CC(=O)NCCc2ccccn2)cc1 | 4 | -19 | -0.3 | 103 | 1 | -9 | -7 | 3 | 0.1
C/C(Cc1ccccc1)=N\NC(=O)CNC(=O)c1ccc(Cl)cc1Cl | -2 | -32 | -3.4 | 103 | 7 | -5 | -4 | 0 | -1.4
Cc1cc(C(=O)NCc2ccc3c(c2)OCO3)ccc1[N+](=O)[O-] | 18 | 14 | 1.6 | 98 | -6 | -7 | -6 | -1 | 1.6
COc1ccc(Cc2nc3ccc(C(=O)NCCc4cccc(C)n4)cc3o2)cc1 | -10 | 14 | 6.7 | 96 | 0 | 0 | -4 | -1 | 6.4
COc1cc(/C=C(\C#N)C(=O)NC2CCCCC2)ccc1OCc1ccc(C(=O)O)cc1 | -12 | 2 | -1.1 | 102 | 4 | 0 | -6 | 5 | -0.5
NC(=O)c1nsc(C(=O)N(c2ccccc2)C(C(=O)NCC2CCCO2)c2cccs2)c1N (stereo not drawn) | -6 | -3 | -1.0 | 95 | -1 | -4 | -1 | -1 | 0.1
COc1ccccc1N1CCN(C(=O)c2cccc3c(=O)c(C)c(-c4ccccc4)oc23)CC1 | -6 | 39 | 15 | 112 | -2 | -4 | -22 | 5 | 19

Carrying on.
SMILES | GPR7 antagonist | NALP1 yeast inh | OXTR ag | MEKK2 WT-MEK5 | PfM18AAP inh | GalR3 antagonist | OXTR potentiate | MEKK2mut PB1 HTS | V1aR counter
COc1ccc(CCN2CC34C=CC(O3)C(C(=O)NCc3ccccc3)C4C2=O)cc1OC (stereo not drawn) | -4 | 15 | -0.4 | 112 | -4 | 1 | -3 | 4 | 0.3
N/C(=N\O)c1ccc(Oc2ccccc2Cl)c([N+](=O)[O-])c1 | -9 | / | 0.6 | 108 | -6 | -4 | -1 | 3 | 3.7
COc1ccc(-c2cc3ccc(O)cc3oc2=O)cc1OC | 3 | 11 | -0.1 | 103 | 7 | -6 | -6 | -1 | 0.5
Cc1ccc(S(=O)(=O)/C(C#N)=C/c2c(N3CCC(C(N)=O)CC3)nc3c(C)cccn3c2=O)cc1 | -5 | 34 | -0.6 | 95 | 1 | -7 | -19 | -4 | -0.6
O=C(NCCCN1CCC(Cc2ccccc2)CC1)C1CC(=O)N(C2CCCC2)C1 (stereo not drawn) | -20 | 24 | 0.3 | 120 | 1 | -5 | -4 | 18 | -0.3
Cc1cc(Cl)c(S(=O)(=O)Nc2ccccn2)cc1OCC(N)=O | -6 | 18 | 0.9 | 102 | 3 | 0 | -4 | 8 | 1.6
COCCNC(=O)C(OC(=O)c1cccs1)c1ccc(F)cc1 (stereo not drawn) | -15 | -6 | -0.8 | 106 | 4 | -3 | -3 | 7 | -0.5
O=C1N/C(=C/c2ccc(Br)s2)C(=O)N1c1ccccc1 | -5 | 2 | 1.1 | 93 | -7 | -4 | -1 | -6 | 0.5
CCOC(=O)C1CCN(C(=O)Cn2nc(C)n3c(cc4cc(F)ccc43)c2=O)CC1 | -14 | 13 | 0.9 | 96 | 3 | -9 | -7 | -1 | 2.4
Cc1ccc(S(=O)(=O)N2CCCCC2)cc1C(=O)N1CCN(CCO)CC1 | / | / | 1.3 | / | / | -4 | -1 | / | -0.2
CCOC(=O)C1(Cc2cccc(OC)c2)CCN(C(C)CC(C)(C)O)CC1 (stereo not drawn) | -4 | 28 | -0.3 | 85 | 0 | -3 | -5 | -14 | -0.4
O=C(CN1C(=O)NC2(CCc3ccccc32)C1=O)NCc1ccccc1Cl (stereo not drawn) | / | / | -0.4 | / | / | -7 | -6 | / | 2.6
O=c1[nH][nH]c(=O)n1-c1ccccc1 | -11 | 12 | 0.3 | 103 | 8 | -6 | 1 | 8 | -0.3
O=C(O)CNC(=O)C(c1ccccc1)c1ccccc1 | 7 | / | 0.3 | 106 | -12 | 4 | -5 | 16 | 0.2
O=C(Cc1cc(=O)[nH][nH]1)N/N=C/c1cccc2ccccc12 | -17 | 1 | 0.0 | 89 | 0 | -5 | -12 | -7 | -0.3
O=C1CNC(=O)c2c(nc3n2CCC3)N1 | -6 | -3 | -0.6 | 94 | -3 | 4 | 0 | -1 | 0.4
CN(c1ccc(C(=O)O)cc1)S(=O)(=O)c1ccccc1 | 0 | 8 | -0.7 | 100 | 5 | -1 | -5 | 0 | -0.7
Cc1nc2sc(C(c3ccc(Cl)cc3)N3CC(C)OC(C)C3)c(O)n2n1 (stereo not drawn) | -10 | -3 | -0.5 | 105 | 3 | -5 | -11 | 5 | -1.1

Source: PubChem BioAssay (several laboratories)
